High-throughput results as filed in PubChem.
CD40 NFkB inh – CD40 pathway inhibition in BL2 cells; 83,000 compounds, 0.94% hits; inhibition, % at 10 µM; BL2 NF-kB luciferase reporter, CD40L-induced, 4 h;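 active = mean inhibition of at least 50% with a set share of replicates also reaching that level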;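 note: 0% = neutral control wells and 100% = IKK inhibitor VII at 50 µM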
* hit, by the source's call; & = joins results of further samples; ! = a repeat was not active; [ ] = remark or other dose.

SMILES	CD40 NFkB inh
CC(=O)OCC1OC(n2ccc(=O)[nH]c2=O)C(O)C1O (configuration not stated)	6
COc1ccc(CCN2C(=O)CCC2(C)C(=O)NC2CCCC2)cc1OC (configuration not stated)	-7
CN(Cc1ccccc1)C(=O)c1cnc2n(c1=O)CCS2	7
CC(C)NC(=O)Nc1cccc(Cl)c1	-11
COc1ccc(OC)c(S(=O)(=O)NCCO)c1	5
C=C(C)COc1ccc2oc(C)c(C(=O)OCCOC)c2c1	7
O=C(O)c1csc(Cc2ccccc2)n1	10
CC(=O)Nc1ccc(CC#N)cc1	10
O=C(Nc1cccc2cccnc12)c1cccnc1	-7
CCN1CCN(C(=O)c2ccc(CS(=O)Cc3ccc(C)cc3)o2)CC1 (configuration not stated)	4
COc1cc(Br)c(Br)cc1N	10
C[C@H](CO)N1C[C@H](C)[C@H](CN(C)C(=O)Nc2ccc3c(c2)OCO3)OCc2cn(nn2)CCCC1=O	-12[25 µM]
O=C(Cc1cccnc1)N1[C@@H](CO)[C@H](c2ccccc2)[C@@H]1CNCC1CCC1	-6[25 µM]
Cc1ccc(S(=O)(=O)N2C[C@@H]3N[C@H](C2)C3c2ccc(-c3ccncc3)cc2)cc1 (some centres not stated)	3&-1
CO[C@H](CN(C)C(=O)c1ccccc1F)[C@H](C)CN([C@@H](C)CO)S(=O)(=O)c1ccccc1	6
CCC(=O)N1CCCCN2[C@H](CO)[C@H](c3ccc(-c4cccc(C(=O)N(C)C)c4)cc3)[C@H]2C1	-23[25 µM]
O=C(C[C@@H]1C[C@@H]2c3cc(NC(=O)NC4CCCC4)ccc3O[C@@H]2[C@H](CO)O1)NCc1ccccc1F	-9[25 µM]
O=C(NCCSc1ccccc1)c1ccc(CN2CCOCC2)cc1	-31
C/C=C/c1ccc([C@@H]2[C@@H](CNC(=O)c3ccccc3)N(C(C)=O)[C@H]2CO)cc1	-23
C[C@@H]1CN([C@@H](C)CO)C(=O)c2cc(C#Cc3ccccn3)cnc2O[C@H]1CN(C)Cc1cncnc1	-8[25 µM]
COc1ccccc1C(=O)NCC(=O)OCC(=O)c1ccc2c(c1)-c1ccccc1C2	1
O=C(COc1ccccc1)N(Cc1cccs1)C1CCS(=O)(=O)C1 (configuration not stated)	4
COc1ccc(OCC(=O)Nc2nc3ccccc3[nH]2)cc1	-82
O=C([C@H]1[C@H](CO)[C@H]2Cn3c(ccc(/C=C/c4ccccc4)c3=O)[C@@H]1N2)N1CCCCC1	3[25 µM]
Cc1ccccc1S(=O)(=O)N1[C@@H]2CNC[C@H]1C2c1ccc(/C=C/c2ccccc2)cc1 (some centres not stated)	51*!
(listing goes on)
SMILES	CD40 NFkB inh
CCOc1cc(C(=O)Nc2nnc(CC)s2)ccc1OCC(=O)N1CCOCC1	2
COc1ccc(Oc2nc(-c3ccccc3)ncc2S(=O)(=O)c2ccccc2)cc1	7
O=C(C[C@@H]1CC[C@@H]2[C@H](COC[C@@H](O)CN2S(=O)(=O)c2ccccc2)O1)NCCN1CCCCC1	3
CCCC(=O)N1CC2(CCC)CN(C(=O)CCC)CC(CCC)(C1)C2=O	7
C[C@@H](NC(=O)C[C@@H]1CC[C@@H]2[C@@H](COc3ccc(NS(=O)(=O)c4ccc(Cl)cc4)cc3C(=O)N2C)O1)c1ccccc1	9[25 µM]
CCCCNC(=O)CC(=O)Nc1ccccc1C(=O)O	12
N#CCCn1c(=O)n(CCC#N)c2ccccc21	-6
O=C1CN(C(=O)COC(=O)c2ccccc2NCc2ccco2)c2ccccc2N1	4
CCN(CC)CCC#CC(O)(c1ccccc1)C1CCCCC1 (configuration not stated)	7
O=C(NC1CC1)c1sccc1-n1cccc1	3
CO[C@H](CN(C)S(=O)(=O)c1cn(C)cn1)[C@@H](C)CN(C(=O)Nc1ccc(C(F)(F)F)cc1)[C@@H](C)CO	-2[25 µM]
Cn1c(=O)n(C)c2cc(N3CCOCC3)c(NC(=O)c3ccc(F)cc3)cc21	0
CN1CCN(C(=O)c2cc3c(c(-c4cccc(C#CCC5CCCC5)c4)n2)[C@H](CCO)N(S(=O)C(C)(C)C)C3)CC1 (some centres not stated)	-30[25 µM]
Cc1ccc(S(=O)(=O)N2CCCCC2)cc1C(=O)N1C(C)CCCC1C (configuration not stated)	4
COCC(=O)N1CC[C@@H]2[C@H]1c1cc(-c3cccc(F)c3)ccc1N(C)[C@H]2CO	4[25 µM]
COc1ccc(NCC(=O)NN=C2CCS(=O)(=O)c3ccc(F)cc32)cc1	-1
Cc1nnc2ccc(-c3ccc(NS(=O)(=O)c4ccccc4[N+](=O)[O-])cc3)nn12	-4
Cn1nnc(C(O)CN2CCOCC2)n1 (configuration not stated)	7
CCCn1c(=O)c2[nH]cnc2n(-c2ccccc2C)c1=O	3
C[C@H]1CN([C@@H](C)CO)C(=O)Cc2cc(NS(=O)(=O)c3ccc(F)cc3)ccc2O[C@@H]1CN(C)Cc1ccncc1	3[25 µM]
CN(CC(=O)Nc1ccccc1Oc1ccccc1)Cc1ccccc1F	19
O=C(N1CCOCC1)N1CCN(S(=O)(=O)N2CCCCC2)CC1	8
Cc1ccc(S(=O)(=O)N2CCCC2C(=O)N2CCCCCC2)cc1 (configuration not stated)	6
Cc1ccc(C(=O)N2CCCC(N(C)Cc3ccccc3)C2)s1 (configuration not stated)	3
CCOC(=O)n1c(=O)oc2ccc(Cl)cc21	12
(more compounds)
SMILES	CD40 NFkB inh
CCCCCC(=O)N/N=C/c1ccc([N+](=O)[O-])o1	7
COc1cc2c(cc1OC)C(SC)=NC(C)(C)C2	12
CCOC(=O)c1cc(CC)sc1NC(=O)COC	3
Cn1c(N)c(C(=O)COC(=O)C(Cc2ccccc2)NC(=O)c2ccccc2)c(=O)n(C)c1=O (configuration not stated)	0
CO[C@@H]1CN(C)C(=O)c2cc(NC(=O)C3CCOCC3)ccc2OC[C@@H](C)NC[C@H]1C	-1
COc1ccc2oc(C(=O)OC(C)C(=O)Nc3ccc(N4CCOCC4)cc3)c(C)c2c1 (configuration not stated)	-3
O=C(N[C@@H]1C=C[C@H](CC(=O)N2CCN(c3ccccc3)CC2)O[C@H]1CO)c1ccccc1	-5[25 µM]
COc1cccc(NC(=O)c2ccc(NCCCN3CCC(C)CC3)c([N+](=O)[O-])c2)c1	14
COc1cc(C)ccc1OCc1cc(C(=O)NC(C)Cn2cncn2)no1 (configuration not stated)	-83
Cc1cc(C)nc(/N=C(\N)Nc2ccc(S(=O)(=O)Nc3nc(C)cc(C)n3)cc2)n1	-7
CC(=O)NC12CC3CC(C1)CC(C(=O)Nc1ccc(C)c(S(=O)(=O)N4CCCCCC4)c1)(C3)C2	13
CCOC(=O)c1[nH]c(C)c(C(=O)N2CCc3ccccc32)c1C	14
O=C1NCC(Nc2ccccc2)C(=O)N1 (configuration not stated)	0
O=C(Nc1cc(S(=O)(=O)N2CCOCC2)ccc1N1CCCCC1)c1ccccc1	3
CC(=O)Nc1ccc(Oc2ccc(NC(C)=O)c(NC(C)=O)c2)cc1	0
Cc1ccc(S(=O)(=O)N2CCCCC2)cc1C(=O)OC1CCCCC1=O (configuration not stated)	10
CN1CCN(CCCNC(=O)Nc2cccc3ccccc23)CC1	8
OC(c1cccc(F)c1)c1ncc(-c2ccc(C(F)(F)F)cc2)[nH]1 (configuration not stated)	-5
CN(C)c1nc2ccc(OCCN3CCCCC3)cc2s1	-38
CC(=O)Nc1cccc(/C(C)=N/NC(=O)c2ccc(Cl)cc2Cl)c1	-20
N#C/C(=C/c1ccc(O)c(O)c1)C(=O)NCCCCc1ccccc1	4[25 µM]
Cc1ccc2c([N+](=O)[O-])c(C)ccc2n1	11
CC1OC(c2ccccc2)OC2COC(c3ccccc3)OC12 (configuration not stated)	-7
CN(Cc1ccccc1)C(=O)Cn1c(=O)c2cccn2c2cccnc21	0
O=C(Nc1ccccc1N1CCOCC1)c1cc(-c2ccco2)nc2ccccc12	1

Some of the entries so far, with each value named.
Molecule: C[C@H]1CN([C@@H](C)CO)C(=O)Cc2cc(NS(=O)(=O)c3ccc(F)cc3)ccc2O[C@@H]1CN(C)Cc1ccncc1
- CD40 NFkB inh = 3[25 µM]
Molecule: CC(=O)Nc1ccc(CC#N)cc1
- CD40 NFkB inh = 10
Molecule: C[C@H](CO)N1C[C@H](C)[C@H](CN(C)C(=O)Nc2ccc3c(c2)OCO3)OCc2cn(nn2)CCCC1=O
- CD40 NFkB inh = -12[25 µM]

The list continues.
SMILES	CD40 NFkB inh
O=C1CC(N2CCN(Cc3ccccc3)CC2)C(=O)N1 (configuration not stated)	5
Cn1nc(C(F)(F)F)c(-c2ccccc2)c1NC(=O)c1ccco1	4
O=C(NCc1ccco1)c1nc2ccccc2s1	-23
CCOC(=O)C1CCN(C(=O)c2cc3c(s2)-c2ccccc2OC3)CC1	-27
CC(NC(=O)COC(=O)C1=NN(c2ccccc2)C(=O)CC1)c1ccccc1 (configuration not stated)	11
COCCCn1c(SCC(=O)c2ccccc2)nc2ccccc2c1=O	-8
CS(=O)(=O)c1cccc(C(=O)OCC(=O)NC(=O)Nc2ccccc2F)c1	13
COC(=O)Cn1c(C)c(C(C)=O)c(C(C)=O)c1C	9
CCN(CC)C(=O)COc1cc(C)c(Cl)c(C)c1	4
O=S(=O)(c1ccccc1F)N1CC[C@H]2[C@H](CO)Nc3ccc(-c4ccccc4)cc3[C@H]21	0
O=[N+]([O-])c1ccc(OCCn2cnc3ccccc32)cc1	7
COc1cccc(/C=C/C(=O)OCC(=O)N2c3ccccc3CC2C)c1OC (configuration not stated)	0
CC(C)COC(=O)N(C)C[C@H]1OCc2ccccc2-c2c(n(C)c3ccccc23)C(=O)N([C@@H](C)CO)C[C@@H]1C	5[25 µM]
O=C(CCCO)NC1Cc2ccccc2C1	13
COCC(=O)N1[C@H](CO)[C@@H](c2ccccc2)[C@@H]1C#N	-1[25 µM]
CCOC(=O)C1CCN(C(=O)C(C)N(c2ccc(Oc3ccccc3)cc2)S(C)(=O)=O)CC1 (configuration not stated)	-11
CCOc1ccccc1NC1=NC2CS(=O)(=O)CC2S1 (configuration not stated)	4
O=C(Nc1ccc(F)c(Cl)c1)C1CC(=O)N(Cc2ccco2)C1 (configuration not stated)	2
CCCC#Cc1ccc([C@H]2[C@H](CO)N3CCCCN(S(=O)(=O)Cc4ccccc4)C[C@@H]23)cc1	-9[25 µM]
CC1(C(=O)NS(=O)(=O)c2ccccc2)CCN1C(=O)Cc1ccccc1 (configuration not stated)	6
O=C1CCCC(=O)C1=Cc1c[nH]c2ccccc12	-12
NS(=O)(=O)c1ccc(CCNc2ccn3nc(-c4cccc(C(F)(F)F)c4)cc3n2)cc1	-12
COC(=O)c1ccc2c(c1)nc(C)n2CCO	7
N#Cc1ccc(-c2ccc([C@H]3[C@H]4CNCC(=O)N4[C@H]3CO)cc2)cc1	-15[25 µM]
Cc1cccc(Nc2ccccc2C(=O)OCC(=O)N2CCOCC2)c1C	-4

Four entries from above, with each value named.
Structure: O=[N+]([O-])c1ccc(OCCn2cnc3ccccc32)cc1
  CD40 NFkB inh = 7

Structure: CCOc1ccccc1NC1=NC2CS(=O)(=O)CC2S1 (configuration not stated)
  CD40 NFkB inh = 4

Structure: O=C1CC(N2CCN(Cc3ccccc3)CC2)C(=O)N1 (configuration not stated)
  CD40 NFkB inh = 5

Structure: CC(C)COC(=O)N(C)C[C@H]1OCc2ccccc2-c2c(n(C)c3ccccc23)C(=O)N([C@@H](C)CO)C[C@@H]1C
  CD40 NFkB inh = 5[25 µM]

(further entries)
SMILES	CD40 NFkB inh
O=C(C[C@@H]1C[C@@H]2c3cc(NC(=O)C4CCC4)ccc3O[C@@H]2[C@@H](CO)O1)NCCc1ccccc1	15[25 µM]
CCS(=O)(=O)Nc1ccc2c(c1)C(=O)N(C)[C@@H]1CC[C@@H](CC(=O)NCc3ccccc3F)O[C@@H]1CO2	-5[25 µM]
O=C(CN1CCSC1=O)Nc1ccc(N2CCOCC2)cc1	-107
CCOC(=O)c1c(O)c2c([nH]c1=O)CCCC2	16
CC12CCC(=O)N1C(C(=O)N1CCN(c3ccccc3)CC1)CS2 (configuration not stated)	4
CN(C)S(=O)(=O)c1ccc(N2CCCC2)c(C(=O)NCC2CCCO2)c1 (configuration not stated)	16
CC1CCCC(C)N1Cc1cn2ccccc2n1 (configuration not stated)	-4
CCCCCC1CC(=O)NC1(C(=O)OCC)C(=O)OCC (configuration not stated)	4
Cc1ccc(C(=O)NCCc2nnc3ccc(N4CCCC4)nn23)cc1	-4
COc1cc(C(=O)NCC(c2ccco2)N2CCCC2)ccc1OCc1c(C)noc1C (configuration not stated)	0
CCCC#Cc1ccc2c(c1)O[C@@H](CN(C)C(=O)CC)[C@H](C)CN([C@H](C)CO)S2(=O)=O	13[25 µM]
OC(Cc1cccnc1)(Cc1cccnc1)c1cc2ccccc2[nH]1	3
COc1ccc(OC)c2c1CCC2=O	6
CC(C)OC(=O)N(C)C[C@H]1OCc2ccccc2-c2c(n(C)c3ccccc23)C(=O)N([C@@H](C)CO)C[C@@H]1C	-4
O=C(CCCCC(=O)NN=Cc1ccccc1O)NN=Cc1ccccc1O	-10
Cc1ccc(S(=O)(=O)Nc2ccc3c(c2)C(=O)N([C@H](C)CO)C[C@H](C)[C@@H](CN(C)S(=O)(=O)c2cccs2)OCCCC[C@@H](C)O3)cc1	16[25 µM]
COc1ccc(Cl)cc1N(CC(=O)NC1CC1)S(=O)(=O)c1ccc(C)c([N+](=O)[O-])c1	11
O=C(CSc1ncn[nH]1)Nc1ccc(S(=O)(=O)Nc2ncccn2)cc1	9
O=S(=O)(Nc1ccc(S(=O)(=O)Nc2ccccc2)cc1)c1ccccc1	5

A few values from above.
O=C(CN1CCSC1=O)Nc1ccc(N2CCOCC2)cc1 in CD40 NFkB inh reads -107
CCS(=O)(=O)Nc1ccc2c(c1)C(=O)N(C)[C@@H]1CC[C@@H](CC(=O)NCc3ccccc3F)O[C@@H]1CO2 in CD40 NFkB inh reads -5[25 µM]
CCCC#Cc1ccc2c(c1)O[C@@H](CN(C)C(=O)CC)[C@H](C)CN([C@H](C)CO)S2(=O)=O in CD40 NFkB inh reads 13[25 µM]
CC1CCCC(C)N1Cc1cn2ccccc2n1 (configuration not stated) in CD40 NFkB inh reads -4
O=C(CSc1ncn[nH]1)Nc1ccc(S(=O)(=O)Nc2ncccn2)cc1 in CD40 NFkB inh reads 9
COc1cc(C(=O)NCC(c2ccco2)N2CCCC2)ccc1OCc1c(C)noc1C (configuration not stated) in CD40 NFkB inh reads 0
CC12CCC(=O)N1C(C(=O)N1CCN(c3ccccc3)CC1)CS2 (configuration not stated) in CD40 NFkB inh reads 4

These rows are one share of the data; rates above refer to the full screens.
